BaF3 parental = reduces parental Ba/F3 cell viability, JAK2V617F counter-screen. CellTiter-Glo ATP luminescence. 1.1% of 220,000 active. inhibition, % at 5.6 µM. AID 1486;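 active = inhibition above a per-campaign cutoff, the mean inhibition of all tested compounds plus 3 SD, cut at about 27% in these data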;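 also: 0% = DMSO wells and 100% = JAK Inhibitor I control wells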
S1P4 agonist = human S1P4 receptor agonism. O95977. S1P4-expressing cell line, agonist reporter assay. activation, % at 4.98 µM. 0.35% of 220,000 active. AID 1509; in the data active = activation above about 11%;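 also: 0% = DMSO vehicle and 100% = reference agonist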
Target sequence (O95977 whole entry, looked up): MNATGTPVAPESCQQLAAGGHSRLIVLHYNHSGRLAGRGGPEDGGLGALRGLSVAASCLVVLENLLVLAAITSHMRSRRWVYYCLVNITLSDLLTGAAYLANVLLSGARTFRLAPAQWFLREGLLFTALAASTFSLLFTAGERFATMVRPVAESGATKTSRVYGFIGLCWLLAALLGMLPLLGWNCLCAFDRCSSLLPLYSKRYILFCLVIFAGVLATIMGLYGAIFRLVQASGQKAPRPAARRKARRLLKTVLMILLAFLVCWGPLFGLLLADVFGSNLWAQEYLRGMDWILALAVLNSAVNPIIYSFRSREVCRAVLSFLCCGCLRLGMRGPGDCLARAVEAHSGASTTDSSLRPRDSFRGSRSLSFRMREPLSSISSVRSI
S1P4 antag = human S1P4 receptor antagonism | O95977 | S1P4-expressing cells, antagonist mode, reporter read-out | inhibition, % at 4.98 µM | 0.26% of 220,000 active; in the data active = inhibition above about 29%;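 also: 0% = wells stimulated with agonist and 100% = vehicle wells without agonist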
TRPML3 agonist = agonists of human TRPML3 channel. Q8TDD5. HEK293 TRPML3-YFP, Fluo-8 calcium fluorescence; 100% = the carbachol control signal. activation, % at 3 µM. 0.29% of 220,000 active. AID 1448;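 active = activation above its plate's cutoff, the mean activation of the plate's test wells plus 3 SD, cut at about 12% in these data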;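 also: 0% = DMSO only wells and 100% = carbachol wells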
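Test system: HEK293 cells stably carrying human TRPML3-YFP; Doses: single dose, 3 µM final nominal compound, 0.3% DMSO final; Schedule: dye loading 1 h 37 °C then 30 min ambient, 125 s read; Technique: Fluo-8 calcium fluorescence; Benchmarks: high control carbachol 87 µM, low control DMSO.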
EP2 modulator = modulates human prostaglandin E2 receptor EP2 signaling. 0.83% of 260,000 active. P43116. induction, % at 25 µM. EP2-expressing cells, cAMP HTRF FRET, PGE2 co-stimulation;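 active = compounds whose cAMP rise, as percent of the full-agonist control response, exceeds 60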;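 also: rat C6 glioma line stably carrying human EP2 under a CMV promoter; the protocol text gives 20 µM as final concentration; 100% = response of wells given 1 µM PGE2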
Target sequence (P43116 whole entry, looked up): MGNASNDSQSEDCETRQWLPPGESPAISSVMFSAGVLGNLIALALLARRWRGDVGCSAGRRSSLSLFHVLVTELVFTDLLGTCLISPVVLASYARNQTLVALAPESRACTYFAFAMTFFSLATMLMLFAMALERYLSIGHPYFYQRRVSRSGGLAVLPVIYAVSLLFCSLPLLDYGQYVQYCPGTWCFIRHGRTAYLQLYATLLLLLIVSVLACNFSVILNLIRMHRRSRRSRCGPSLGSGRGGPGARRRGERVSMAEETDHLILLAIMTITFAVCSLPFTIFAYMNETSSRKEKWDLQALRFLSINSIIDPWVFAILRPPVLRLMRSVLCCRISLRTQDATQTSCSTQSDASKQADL
PERK inh = human PERK inhibition, primary cell-based screen. Q9NZJ5. CHO PERK-DD fusion, SEAP luminescence translation reporter. inhibition, % at 5.6 µM. 0.17% of 220,000 active. AID 1416;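 active = inhibition above the mean inhibition of all tested compounds plus 3 SD, set separately per screening campaign, cut at about 2.9% in these data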;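 also: PERK kinase domain activated by AP20187 dimerizer at 100 nM; 0% = DMSO with dimerizer and 100% = rapamycin at 8.4 µM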
Ba/F3 V617F tox = lowers viability of Ba/F3 cells expressing EpoR and JAK2V617F; inhibition, % at 5.6 µM; ATP luminescence; 1.1% of 220,000 active;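 active = inhibition above the campaign mean plus 3 SD over all tested compounds, cut at about 24% in these data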;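 also: cytokine-independent growth of Ba/F3 cells driven by EpoR plus mutant JAK2; 0% = DMSO-treated cells and 100% = JAK inhibitor I control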
TRPN1 ag = zebrafish TRPN1 (NompC) channel agonism; HEK293 zebrafish TRPN1-YFP, Fluo-8 calcium fluorescence; 100% = response to 87 µM carbachol; activation, % at 3 µM; 0.18% of 220,000 active; AID 1424;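 active = activation above its plate's cutoff, the mean activation of test wells on that plate plus 3 SD, cut at about 19% in these data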;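 also: 0% = DMSO alone and 100% = 87 µM carbachol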
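Assay system: Zebrafish TRPN1-YFP in HEK293 cells | Incubation: Dye loading 1 h at 37 °C, then 30 min room temperature | Measured by: Kinetic Fluo-8 fluorescence, ex 470-495, em 515-575 nm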
Calpain2 inh = blocks pig calpain II enzyme activity; inhibition, % at 16 µM; purified calpain II, fluorogenic peptide substrate, 30 min; 0.37% of 220,000 active;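 active = inhibition above about 50%, limit read from the data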
The depositor's hits bear a star.

How did C=CS(=O)c1sc(Cl)c(N2CCOCC2)c1[N+](=O)[O-] (centres undefined) do in these assays?
BaF3 parental: 8.2; S1P4 agonist: -2.6; S1P4 antag: 46.3*; TRPML3 agonist: 1.3; EP2 modulator: -45.6; PERK inh: 0.3; Ba/F3 V617F tox: 4.4; TRPN1 ag: -0.1; Calpain2 inh: -21.6

Results for Cc1ccc(N2C(=S)SC3CS(=O)(=O)CC32)cc1 (centres undefined) ?
BaF3 parental: 5.4; S1P4 agonist: 1.1; S1P4 antag: -7.3; TRPML3 agonist: -1.0; EP2 modulator: 0.7; PERK inh: -0.2; Ba/F3 V617F tox: 3.0; TRPN1 ag: -0.8; Calpain2 inh: -31.1

Results for Cc1ccc(SCCC(=O)NC(C(C)C)C(C)C)cc1 ?
BaF3 parental: 10.4; S1P4 agonist: 1.2; S1P4 antag: 6.7; TRPML3 agonist: -1.1; EP2 modulator: -26.6; PERK inh: 0.1; Ba/F3 V617F tox: 3.4; TRPN1 ag: -1.3; Calpain2 inh: 18.5

What do the screens show for `Clc1cnc(N/N=C/c2cccs2)c(Cl)c1`?
BaF3 parental: 5.6; S1P4 agonist: 0.3; S1P4 antag: -11.1; TRPML3 agonist: 0.0; EP2 modulator: -19.4; PERK inh: 0.3; Ba/F3 V617F tox: -2.0; TRPN1 ag: -1.0; Calpain2 inh: -14.8

What do the screens show for `CCOC(=O)N1CCN(C(=O)c2cn(C)c3ccc(S(=O)(=O)N4CCC(C)CC4)cc3c2=O)CC1`?
BaF3 parental: 3.9; S1P4 agonist: 0.3; S1P4 antag: -17.6; TRPML3 agonist: -0.3; EP2 modulator: 26.2; PERK inh: 0.6; Ba/F3 V617F tox: -2.5; TRPN1 ag: -0.8; Calpain2 inh: -23.4

How did Cc1ccc(-c2csc(NC(=O)C3CC(=O)N(Cc4ccco4)C3)n2)cc1 (centres undefined) do in these assays?
BaF3 parental: 3.6; S1P4 agonist: 1.1; S1P4 antag: -20.6; TRPML3 agonist: -0.2; EP2 modulator: -60.1; PERK inh: -0.8; Ba/F3 V617F tox: 1.1; TRPN1 ag: 1.3; Calpain2 inh: 3.7

Results for CCCC(C(=O)c1ccccc1)n1cncn1 (centres undefined) ?
BaF3 parental: 0.6; S1P4 agonist: -0.1; S1P4 antag: -2.1; TRPML3 agonist: -0.4; EP2 modulator: 16.3; PERK inh: 1.1; Ba/F3 V617F tox: -1.0; TRPN1 ag: -0.9; Calpain2 inh: -0.6

Results for CC1C2C(C)N(C)C(=O)N(C)C2N(C)C(=O)N1C (centres undefined) ?
BaF3 parental: -1.0; S1P4 agonist: -3.2; S1P4 antag: -5.3; TRPML3 agonist: 0.8; EP2 modulator: 19.9; PERK inh: 0.4; Ba/F3 V617F tox: -4.3; TRPN1 ag: -0.3; Calpain2 inh: -14.6

Results for Cc1cc(C(=O)Nc2cccnc2)on1 ?
BaF3 parental: 3.4; S1P4 agonist: 0.9; S1P4 antag: -16.0; TRPML3 agonist: 1.1; EP2 modulator: 6.6; PERK inh: 0.8; Ba/F3 V617F tox: -2.5; TRPN1 ag: 1.7; Calpain2 inh: -6.5

What do the screens show for `CCOc1ccc(C2Sc3ccccc3NC3=C2C(=O)OC3)cc1` (centres undefined)?
BaF3 parental: 0.5; S1P4 agonist: -0.6; S1P4 antag: -11.0; TRPML3 agonist: 0.1; EP2 modulator: 15.9; PERK inh: 0.5; Ba/F3 V617F tox: -3.5; TRPN1 ag: -0.5; Calpain2 inh: -26.1

How did COc1ccc(NC(=O)C2CCCN(S(=O)(=O)c3ccc(C)cc3)C2)cc1OC (centres undefined) do in these assays?
BaF3 parental: 5.4; S1P4 agonist: 0.5; S1P4 antag: -1.1; TRPML3 agonist: -0.6; EP2 modulator: -26.2; PERK inh: 0.1; Ba/F3 V617F tox: 1.4; TRPN1 ag: 0.6; Calpain2 inh: -7.7

How did O=C(NCCc1csc(-c2cccnc2)n1)c1ccc(Br)o1 do in these assays?
BaF3 parental: 6.0; S1P4 agonist: -0.7; S1P4 antag: -3.4; TRPML3 agonist: 0.6; EP2 modulator: -47.2; PERK inh: 0.4; Ba/F3 V617F tox: -1.2; TRPN1 ag: 1.1; Calpain2 inh: 99.0*

Results for CCN(CC)CCN1C(=O)C(=O)/C(=C(/O)c2ccc(F)cc2)C1c1ccncc1 (centres undefined) ?
BaF3 parental: 0.0; S1P4 agonist: 3.0; S1P4 antag: -12.3; TRPML3 agonist: 1.2; EP2 modulator: 4.5; PERK inh: 1.1; Ba/F3 V617F tox: -4.1; TRPN1 ag: 1.3; Calpain2 inh: 22.0

How did CCOC(=O)C(C(C)=O)C(c1ccc(OC)cc1)C(C(C)=O)C(=O)OCC (centres undefined) do in these assays?
BaF3 parental: 2.0; S1P4 agonist: -1.6; S1P4 antag: 0.2; TRPML3 agonist: -1.3; EP2 modulator: 12.4; PERK inh: 0.4; Ba/F3 V617F tox: -3.1; TRPN1 ag: -1.3; Calpain2 inh: -44.7

How did Cc1ccc(C(=O)NC(NC(=O)c2ccc(C)cc2)c2cccc([N+](=O)[O-])c2)cc1 do in these assays?
BaF3 parental: 8.6; S1P4 agonist: -0.9; S1P4 antag: -2.6; TRPML3 agonist: 0.3; EP2 modulator: 0.7; PERK inh: 0.4; Ba/F3 V617F tox: 3.4; TRPN1 ag: 1.9; Calpain2 inh: 10.8

How did CCCOC(=O)c1ccc(NC(=O)c2nc3nc(C)cc(C)n3n2)cc1 do in these assays?
BaF3 parental: -0.7; S1P4 agonist: 0.8; S1P4 antag: -9.2; TRPML3 agonist: 0.6; EP2 modulator: 14.3; PERK inh: 1.5; Ba/F3 V617F tox: -2.4; TRPN1 ag: 0.3; Calpain2 inh: 1.6

How did CC1=NNC(=O)C1CCC(=O)N/N=C(\C)c1ccc(Cl)cc1 (centres undefined) do in these assays?
BaF3 parental: -3.8; S1P4 agonist: 0.5; S1P4 antag: 7.5; TRPML3 agonist: 1.0; EP2 modulator: -30.6; PERK inh: 1.6; Ba/F3 V617F tox: -7.3; TRPN1 ag: 0.4; Calpain2 inh: -20.4

How did Cc1ccc(-n2nnnc2Sc2nc([N+](=O)[O-])nn2C)c(C)c1 do in these assays?
BaF3 parental: -0.3; S1P4 agonist: -0.1; S1P4 antag: -15.3; TRPML3 agonist: -0.2; PERK inh: -0.4; Ba/F3 V617F tox: 6.0; TRPN1 ag: 0.8

Results for CC(C)(C)OC(=O)[C@H](Cc1ccccc1)NC(=O)c1nc[nH]c1C(=O)NCc1ccccc1 ?
BaF3 parental: -3.5; S1P4 agonist: -0.3; S1P4 antag: 8.9; TRPML3 agonist: 0.3; EP2 modulator: 59.7; PERK inh: 1.0; Ba/F3 V617F tox: 0.2; TRPN1 ag: 0.9; Calpain2 inh: 28.4

Results for Cc1cc([N+](=O)[O-])nn1CCCC(=O)Nc1sc2c(c1C(N)=O)CCCC2 ?
BaF3 parental: 1.0; S1P4 agonist: 1.9; S1P4 antag: 0.0; TRPML3 agonist: 0.3; EP2 modulator: -4.8; PERK inh: -0.4; Ba/F3 V617F tox: -1.0; TRPN1 ag: -0.4; Calpain2 inh: -3.3

How did CCCCCCCC(=O)NNC(=O)Cc1ccccc1 do in these assays?
BaF3 parental: -0.2; S1P4 agonist: -3.9; S1P4 antag: 8.0; TRPML3 agonist: 0.9; EP2 modulator: -2.6; PERK inh: 0.1; Ba/F3 V617F tox: -6.0; TRPN1 ag: -0.6; Calpain2 inh: -8.7

How did C/C(N)=C(/C#N)C(=O)CSc1nnc(COc2cc(C)ccc2C)o1 do in these assays?
BaF3 parental: 1.8; S1P4 agonist: 0.6; S1P4 antag: -4.3; TRPML3 agonist: -0.5; EP2 modulator: 3.3; PERK inh: 0.2; Ba/F3 V617F tox: -1.5; TRPN1 ag: 2.4; Calpain2 inh: -1.2

What do the screens show for `Cc1ccc(-n2ncc3c(=O)[nH]c(SCC(=O)N4CCCc5ccccc54)nc32)cc1`?
BaF3 parental: 2.2; S1P4 agonist: 2.6; S1P4 antag: -16.9; TRPML3 agonist: 0.9; EP2 modulator: 34.8; PERK inh: 0.6; Ba/F3 V617F tox: -2.3; TRPN1 ag: 1.2; Calpain2 inh: -125.0

How did CCn1nnnc1NCc1cccc(Cl)c1 do in these assays?
BaF3 parental: 6.6; S1P4 agonist: 1.3; S1P4 antag: -7.2; TRPML3 agonist: 0.8; EP2 modulator: 31.4; PERK inh: 0.5; Ba/F3 V617F tox: 0.2; TRPN1 ag: 0.3; Calpain2 inh: -13.5

Results for Cc1ccccc1C(=O)N/N=C/c1ccc(OCC(=O)N2CCCCC2)cc1 ?
BaF3 parental: 3.1; S1P4 agonist: 0.4; S1P4 antag: 1.4; TRPML3 agonist: 1.0; EP2 modulator: 0.1; PERK inh: 1.0; Ba/F3 V617F tox: -2.4; TRPN1 ag: 0.0; Calpain2 inh: -47.9

How did CC(=O)Nc1nonc1NC(=O)COc1ccccc1 do in these assays?
BaF3 parental: 1.5; S1P4 agonist: -0.4; S1P4 antag: -3.1; TRPML3 agonist: 0.6; EP2 modulator: 7.0; PERK inh: 1.2; Ba/F3 V617F tox: -2.3; TRPN1 ag: -0.5; Calpain2 inh: 16.4

Results for O=C(NCCSc1ccccc1)c1ccc(CN2CCOCC2)cc1 ?
BaF3 parental: -3.0; S1P4 agonist: 0.4; S1P4 antag: 1.9; TRPML3 agonist: 3.0; EP2 modulator: -29.1; PERK inh: 0.4; Ba/F3 V617F tox: -2.7; TRPN1 ag: 5.0; Calpain2 inh: -2.0

What do the screens show for `S=C(Nc1ccc(Br)cc1Cl)NN1CCOCC1`?
BaF3 parental: 1.2; S1P4 agonist: 2.6; S1P4 antag: -13.3; TRPML3 agonist: 1.5; EP2 modulator: -17.8; PERK inh: 0.4; Ba/F3 V617F tox: 0.9; TRPN1 ag: 0.6; Calpain2 inh: -27.9

Results for COc1cccc(NC(=O)N2CCCC2C(=O)NCc2ccccc2)c1 (centres undefined) ?
BaF3 parental: 4.0; S1P4 agonist: 1.6; S1P4 antag: -0.3; TRPML3 agonist: 0.6; EP2 modulator: 20.2; PERK inh: 1.2; Ba/F3 V617F tox: -4.3; TRPN1 ag: 1.9; Calpain2 inh: -36.1

How did O=C(COC(=O)c1cccc([N+](=O)[O-])c1)NCc1ccc2c(c1)OCO2 do in these assays?
BaF3 parental: 7.3; S1P4 agonist: 3.1; S1P4 antag: -8.9; TRPML3 agonist: 0.3; EP2 modulator: 6.2; PERK inh: 0.4; Ba/F3 V617F tox: 1.2; TRPN1 ag: -1.6; Calpain2 inh: 0.2

Results for CCOc1ccccc1NC(=O)CN1CCC(NC(=O)c2ccccc2C)CC1 ?
BaF3 parental: 1.5; S1P4 agonist: 0.2; S1P4 antag: -11.5; TRPML3 agonist: 0.6; EP2 modulator: 21.0; PERK inh: 1.5; Ba/F3 V617F tox: -1.8; TRPN1 ag: 1.6; Calpain2 inh: 2.5

What do the screens show for `Cc1ccc(/C=N/n2c(C)nc3ccccc3c2=O)o1`?
BaF3 parental: 4.5; S1P4 agonist: 0.1; S1P4 antag: -6.8; TRPML3 agonist: 1.4; EP2 modulator: -0.7; PERK inh: -0.2; Ba/F3 V617F tox: -1.6; TRPN1 ag: 1.3; Calpain2 inh: -13.6
